# PhoP GFP inhibition: PhoP regulon inhibitors, Salmonella typhi PhoP promoter GFP reporter, confirmatory (AID 1850); hit rate 0.33% among 310,000; Salmonella Typhi PhoP-promoter GFP reporter, fluorescence, 4 h; higher % means a stronger effect; inhibition, % at 50 µM, or IC50 in µM where a hit was titrated; in the data active means a potency from the dose series; inconclusive means inhibition mostly from about 25% at the one dose, without a potency; inactive means the rest, 99 in 100 with inhibition below about 19%;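 further: 0% = induced wells with vehicle and 100% = uninduced wells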
# influenza NS1A: NS1A inhibition, H1N1 influenza, cell based functional assay (AID 504329). hit rate 0.3% among 340,000. NS1A functional cell-based assay, percent inhibition; higher % means a stronger effect. one-dose inhibition, % at 12.5 µM; IC50 in µM for titrated hits; in the data active means a potency from the dose series; inconclusive means inhibition above about 27% without an active follow-up result; further: strong numbers were not always called active
# VEEV TC-83 Vero: inhibitors of VEEV TC-83 cytopathic effect, confirmation, Vero cells (AID 588727). Vero cells, VEEV TC-83 cytopathic effect inhibition; higher % means a stronger effect. inhibition, % at 20 µM; hits with a dose series show IC50 in µM. hit rate 0.13% among 350,000; in the data active means a potency from the dose series; inconclusive means inhibition mostly from about 14% at the one dose, without a potency; inactive means the rest, 99 in 100 with inhibition below about 12%; further: strong numbers were not always called active
# H37Rv inhibition: M. tuberculosis growth inhibition, HTS (AID 449762); M. tuberculosis H37Rv growth inhibition, 7H9 media; higher % means a stronger effect; inhibition, % at 25 µM, or IC50 in µM where a hit was titrated; hit rate 0.59% among 330,000; in the data active means a potency from the dose series; inconclusive means inhibition above about 70% without an active follow-up result;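 further: bacterial growth assessed after seven days of incubation; strong numbers were not always called active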
# M. tuberculosis: growth inhibition of non-replicating M. tuberculosis (AID 488890); inhibition, % at 25 µM, or IC50 in µM where a hit was titrated; Mycobacterium tuberculosis non-replicating, growth inhibition; higher % means a stronger effect; hit rate 0.39% among 320,000; in the data active means a potency from the dose series; inconclusive means inhibition mostly from about 82% at the one dose, without a potency; inactive means the rest, 99 in 100 with inhibition below about 76%;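 further: plate controls were DMSO cells for no effect and high antibiotic wells for full effect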
# An asterisk follows results filed as active; i = inactive; ? = inconclusive; / = no result given; & = joins results of further samples.
1. CC(C)(C)C(=O)/C=C(N)/C=C/c1ccccc1
2. CCN(CC)c1ccc(NC(=O)CCN2C(=O)c3ccccc3S2(=O)=O)c(C)c1
3. CCOC(=O)C(C)n1nc(/C=C/c2ccc(OC)cc2)ccc1=O (stereo unspecified)
4. COC(=O)c1cc(NC(=O)c2c(Cl)nc3sccn23)cc(C(=O)OC)c1
5. CN1CCN(CC(=O)NC(=O)NC2CCCCC2)CC1
6. Brc1ccc(CSc2nnc(-c3ccco3)o2)cc1
7. Cc1ccc(S(=O)(=O)Nc2nncs2)cc1
8. O=C(NCC1(c2ccccc2)CCCC1)c1cccc(Br)c1
9. CCSc1nnc(-c2cc3c(s2)-c2ccccc2CC3)o1
10. COc1ccccc1OCCn1c(CO)nc2ccccc21
compound no.,1,2,3,4,5,6,7,8,9,10
influenza NS1A,-2%,-7%,-5%,1%,-6%,-2%,5%,-10%,-19%,-1%
PhoP GFP inhibition,9%,-2%,3%,-6%,/,-5%,-8%,-7%,-13%,16%
H37Rv inhibition,10%,-8%,44%,4%,-6%,-1%,7%,0%,-3%,0%
M. tuberculosis,39%,5%,16%,-16%,-6%,0.28µM*,-5%,47%,41%,26%
VEEV TC-83 Vero,i,1.1%,5.3%,4.3%,1.5%,1.0%,0.3%,4.0%,5.5%,i

11. Cc1cc(=O)n2[nH]c(SCc3c(F)cccc3Cl)nc2n1
12. CCCOc1ccc(C(CC(=O)O)NC(=O)Cc2ccccc2)cc1 (stereo unspecified)
13. O=[N+]([O-])c1ccc(NC(=S)N/C(=N/CS(=O)(=O)c2ccccc2)c2ccccc2)cc1
14. COc1ccc(C(=O)NCc2nnc(SCC(=O)Nc3ccccc3OC)o2)cc1
15. Cc1cccc(N2CC(C(=O)Nc3nnc(SCC(=O)Nc4cc(C)on4)s3)CC2=O)c1 (stereo unspecified)
16. COC(=O)CNC(=O)c1cn(-c2ccc(C)c(C)c2)c(=O)c2ccccc12
17. CCN(CC)CCNC(=O)C(=O)NCC1OCCN1S(=O)(=O)c1ccc(Cl)cc1 (stereo unspecified)
18. Cc1cc(C)c2c(n1)SCC(=O)N2CC(=O)NCCC1=CCCCC1
19. O=C1CSC(=Nc2cc(Cl)ccc2Cl)N1
20. COc1ccccc1CNC(=O)CCc1nc2ccccc2c(=O)[nH]1
compound no.,11,12,13,14,15,16,17,18,19,20
influenza NS1A,-19%,-2%,6%,-5%,7%,-13%,-4%,0%,-15%,-2%
PhoP GFP inhibition,4%,11%,4%,4%,-3%,0%,-6%,-12%,10%,-17%
H37Rv inhibition,-7%,6%,5%,3%,-3%,1%,-10%,3%,-7%,-1%
M. tuberculosis,10%,-8%,36%,-2%,7%,-25%,-1%,/,36%,7%
VEEV TC-83 Vero,i,2.4%,4.3%,1.1%,1.6%,i,0.5%,1.1%,1.2%,i

# Of the compounds above, these have sulfur:
2. CCN(CC)c1ccc(NC(=O)CCN2C(=O)c3ccccc3S2(=O)=O)c(C)c1
4. COC(=O)c1cc(NC(=O)c2c(Cl)nc3sccn23)cc(C(=O)OC)c1
6. Brc1ccc(CSc2nnc(-c3ccco3)o2)cc1
7. Cc1ccc(S(=O)(=O)Nc2nncs2)cc1
9. CCSc1nnc(-c2cc3c(s2)-c2ccccc2CC3)o1
11. Cc1cc(=O)n2[nH]c(SCc3c(F)cccc3Cl)nc2n1
13. O=[N+]([O-])c1ccc(NC(=S)N/C(=N/CS(=O)(=O)c2ccccc2)c2ccccc2)cc1
14. COc1ccc(C(=O)NCc2nnc(SCC(=O)Nc3ccccc3OC)o2)cc1
15. Cc1cccc(N2CC(C(=O)Nc3nnc(SCC(=O)Nc4cc(C)on4)s3)CC2=O)c1 (stereo unspecified)
17. CCN(CC)CCNC(=O)C(=O)NCC1OCCN1S(=O)(=O)c1ccc(Cl)cc1 (stereo unspecified)
18. Cc1cc(C)c2c(n1)SCC(=O)N2CC(=O)NCCC1=CCCCC1
19. O=C1CSC(=Nc2cc(Cl)ccc2Cl)N1
compound no.,2,4,6,7,9,11,13,14,15,17,18,19
influenza NS1A,-7%,1%,-2%,5%,-19%,-19%,6%,-5%,7%,-4%,0%,-15%
PhoP GFP inhibition,-2%,-6%,-5%,-8%,-13%,4%,4%,4%,-3%,-6%,-12%,10%
H37Rv inhibition,-8%,4%,-1%,7%,-3%,-7%,5%,3%,-3%,-10%,3%,-7%
M. tuberculosis,5%,-16%,0.28µM*,-5%,41%,10%,36%,-2%,7%,-1%,/,36%
VEEV TC-83 Vero,1.1%,4.3%,1.0%,0.3%,5.5%,i,4.3%,1.1%,1.6%,0.5%,1.1%,1.2%

# (listing goes on)
21. CC1CCN(S(=O)(=O)c2ccc(C(=O)N3CCOCC3)cc2)CC1
22. O=C(O)c1cc(-c2ccc(Cl)s2)nc2ccccc12
23. Cc1cc(C)nc(OC(C(=O)O)C(OCCC(C)C)(c2ccccc2)c2ccccc2)n1 (stereo unspecified)
24. CCCn1c(NC(=O)CN2C(=O)NC3(CCCC3)C2=O)nc2ccccc21
25. COc1ccc([C@H]2CC(=O)C=C(c3ccc(C(F)(F)F)c(C(F)(F)F)c3)C2)cc1OC
26. CCOC(=O)C1CCN(Cc2ccc(F)c(F)c2)CC1
27. CC(Sc1nnnn1-c1cccc(F)c1)C(=O)NC1CCCC1 (stereo unspecified)
28. CCN1CCN(c2nc(C)c3c(n2)CC(C)CC3=O)CC1 (stereo unspecified)
29. CC1CCCC(C)N1CC(O)COC1CCC(C(C)(C)C)CC1 (stereo unspecified)
30. CC1Cc2ccccc2N1CC(=O)Nc1ccc(S(=O)(=O)N(C)C)cc1 (stereo unspecified)
compound no.,21,22,23,24,25,26,27,28,29,30
influenza NS1A,-2%,5%,-17%,-2%,1%,-12%,-3%,-5%,6%,-2%
PhoP GFP inhibition,-3%,-1%,-3%,2%,/,-9%,/,2%,-2%,18%
H37Rv inhibition,-9%,-5%,-3%,1%,-3%,5%,0%,11%,-4%,4%
M. tuberculosis,-10%,3%,26%,-18%,-7%,-4%,19%,-10%,24%,28%
VEEV TC-83 Vero,1.6%,0.7%,0.8%,3.4%,0.2%,0.3%,3.2%,3.2%,1.5%,0.6%

31. COc1ccc(N2CCN(C3CCCN(Cc4cccc(OC)c4)C3)CC2)cc1 (stereo unspecified)
32. CCN(CC(=O)Nc1ccccc1C(F)(F)F)C(=O)c1ccccc1Sc1ccccc1C#N
33. CN(C)CCNC(NC(=O)c1cccs1)C(Cl)(Cl)Cl (stereo unspecified)
34. Cc1ccc(C)c(NC(=O)c2ccccc2O)c1
35. Cc1cccc(Oc2ccc(NC(=O)c3ccccc3C(=O)O)cc2)c1
36. O=C(Nc1nnc2n1CCS2)c1ccc(Br)o1
37. CCCCn1c(N)c(N(CCOC)C(=O)c2cccc(S(=O)(=O)N3CCCCC3)c2)c(=O)[nH]c1=O
38. Cc1cc(C)n(-c2ccc(C(=O)NCC(=O)Nc3cc(Cl)ccc3Cl)cc2)n1
39. COc1ccccc1NC(=O)C(C)OC(=O)c1nc2nc(C)cc(C)n2n1 (stereo unspecified)
40. O=C(Nc1nccs1)c1ccc(Br)s1
compound no.,31,32,33,34,35,36,37,38,39,40
influenza NS1A,5%,-7%,-2%,-3%,-8%,-3%,-15%,-9%,-6%,-7%
PhoP GFP inhibition,-1%,/,-4%,76µM*,22%,4%,-3%,/,4%,11%
H37Rv inhibition,10%,-7%,6%,-1%,0%,54%,-9%,64%,-3%,66%
M. tuberculosis,1%,20%,1%,73%,26%,20%,3%,18%,-15%,?
VEEV TC-83 Vero,0.7%,0.6%,2.8%,2.1%,i,3.5%,1.5%,4.8%,0.7%,2.5%

41. COc1cccc2cc(C(=O)N3CC(C)OC(C)C3)c(=O)oc12 (stereo unspecified)
42. CSc1ncccc1C(=O)N(C)CC(=O)Nc1ccc(Cl)c(C(F)(F)F)c1
43. N#CC1=C(O)C(c2ccccc2)n2c1nc(=O)c1ccccc12 (stereo unspecified)
44. CC(C)CCOc1ccc(C(=O)NCC(c2ccco2)N(C)C)cc1 (stereo unspecified)
45. CCN(CC(=O)Nc1ccc(NC(C)=O)cc1)C(=O)COc1ccc2ccccc2c1
46. N#C/C(=C\c1ccc[nH]1)S(=O)(=O)c1ccccc1
47. Cc1ccc(C2NC(=S)NC3=C2N2CCC3CC2)cc1 (stereo unspecified)
48. Cc1ccc(OCC(=O)NCCNC(=O)c2ccccn2)cc1
49. CC(C)(C)c1ccc(C(=O)NNC(=O)CCC(=O)Nc2ccccc2)cc1
50. O=C(N1CCCCCC1)N1CCN(C(=O)N2CCCCC2)CC1
compound no.,41,42,43,44,45,46,47,48,49,50
influenza NS1A,-2%,-6%,0%,0%,11%,25%,4%,8%,-5%,3%
PhoP GFP inhibition,5%,-13%,-4%,8%,-8%,-2%,2%,12%,-7%,9%
H37Rv inhibition,1%,-3%,3%,-4%,11%,-5%,-7%,-8%,-3%,-3%
M. tuberculosis,-5%,0%,23%,30%,18%,7%,13%,-10%,-10%,-2%
VEEV TC-83 Vero,0.1%,9.7%,0.4%,1.2%,6.7%,1.7%,i,0.5%,3.9%,1.4%

51. CCNCc1cc(Cl)cc(OC)c1OC(C)C
52. c1ccc2c(c1)CCN(c1ncnc3nc[nH]c13)C2
53. CCc1nnc(NC(=O)C2CC(=O)N(c3ccc(C)cc3)C2)s1 (stereo unspecified)
54. CCN1CCN(c2ccc(S(=O)(=O)N3CCOCC3)cc2NC(=O)c2ccc(F)cc2Cl)CC1
55. Cc1ccccc1N1CCN(CC(=O)Nc2ccccc2C(=O)NC2CC2)CC1
56. CCCN(CCC)CC(O)COc1ccccc1C(=O)Nc1ccccc1 (stereo unspecified)
57. Cc1ccnc2nc(C(=O)OCC(=O)NC3CCCC(C)C3C)nn12 (stereo unspecified)
58. COc1ccc(COc2ncnc3ccc(Br)cc23)cc1F
59. Cc1cc(Cl)c2ccccc2n1
60. CCOC(=O)N1CCN(C(=O)/C=C/c2ccc(OC)cc2)CC1
compound no.,51,52,53,54,55,56,57,58,59,60
influenza NS1A,-6%,-3%,-27%,1%,-5%,-12%,7%,8%,-9%,-7%
PhoP GFP inhibition,8%,3%,6%,0%,/,12%,/,3%,-2%,5%
H37Rv inhibition,12%,-5%,12%,-4%,-1%,2%,3%,-7%,-6%,-3%
M. tuberculosis,18%,0%,19%,3%,33%,8%,-13%,17%,-15%,17%
VEEV TC-83 Vero,0.4%,0.2%,0.6%,6.6%,7.4%,i,0.3%,0.2%,0.4%,i

61. CCOc1cc(C2C(C(=O)OC)=CN(C3CCCC3)C=C2C(=O)OC)cc(Br)c1O
62. O=C(NCc1cccnc1)C(=O)Nc1nccs1
63. COc1ccc(C(=O)C(C)Sc2nnc(C3CC3)n2C2CC2)cc1 (stereo unspecified)
64. O=C(COC(=O)c1cccc(S(=O)(=O)N2CCc3ccccc32)c1)NC1CCS(=O)(=O)C1 (stereo unspecified)
65. Cc1csc(CNc2ncnc3ccc(-c4cccc(Cl)c4)cc23)c1
66. COc1ccc(C2NC(=O)CCC2[N+](=O)[O-])c(OC)c1OC (stereo unspecified)
67. NC1=NC2(CCCCC2)N=C(Nc2ccc(F)cc2F)N1
68. CC(C)n1cnc2c(Nc3cccc(F)c3)nc(NCCO)nc21
69. Cc1cccn2c(=O)nc(SCC(=O)N3CC(C)OC(C)C3)nc12 (stereo unspecified)
70. Cc1ccc(N(CC(=O)NC2CCCCC2C)S(=O)(=O)c2c(C)nn(C)c2C)cc1 (stereo unspecified)
compound no.,61,62,63,64,65,66,67,68,69,70
influenza NS1A,-3%,/,-3%,0%,-5%,-21%,1%,2%,-13%,0%
PhoP GFP inhibition,-12%&-2%,8%,/,-23%,/,-8%,19%,-15%,0%,3%
H37Rv inhibition,6%,7%,-9%,-2%,5%,-3%,-2%,4%,-3%,5%
M. tuberculosis,11%,3%,18%,-3%,33%,-2%,5%,10%,-1%,0%
VEEV TC-83 Vero,i,/,3.6%,2.3%,0.6%,0.5%,0.9%,0.4%,1.4%,3.4%

# Source: PubChem (Southern Research Specialized Biocontainment Screening Center)
